# ERAP1 HTS inh: human ERAP1 aminopeptidase inhibitors, primary screen, biochemical, single point, plate reader. 0.15% of 340,000 active. recombinant ERAP1, Leu-AMC fluorescence, 60 min. inhibition, % at 10.7 µM. AID 652197, 2013. Endoplasmic reticulum aminopeptidase 1 (Homo sapiens), Q9NZ08;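 active = mean replicate inhibition of at least 30%, or all replicates individually reaching that 30% level; inactive = mean below 30% and not every replicate reaching it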;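 also: 0% = neutral control wells and 100% = L-leucinethiol positive control wells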
# Target sequence (Q9NZ08 whole entry, looked up): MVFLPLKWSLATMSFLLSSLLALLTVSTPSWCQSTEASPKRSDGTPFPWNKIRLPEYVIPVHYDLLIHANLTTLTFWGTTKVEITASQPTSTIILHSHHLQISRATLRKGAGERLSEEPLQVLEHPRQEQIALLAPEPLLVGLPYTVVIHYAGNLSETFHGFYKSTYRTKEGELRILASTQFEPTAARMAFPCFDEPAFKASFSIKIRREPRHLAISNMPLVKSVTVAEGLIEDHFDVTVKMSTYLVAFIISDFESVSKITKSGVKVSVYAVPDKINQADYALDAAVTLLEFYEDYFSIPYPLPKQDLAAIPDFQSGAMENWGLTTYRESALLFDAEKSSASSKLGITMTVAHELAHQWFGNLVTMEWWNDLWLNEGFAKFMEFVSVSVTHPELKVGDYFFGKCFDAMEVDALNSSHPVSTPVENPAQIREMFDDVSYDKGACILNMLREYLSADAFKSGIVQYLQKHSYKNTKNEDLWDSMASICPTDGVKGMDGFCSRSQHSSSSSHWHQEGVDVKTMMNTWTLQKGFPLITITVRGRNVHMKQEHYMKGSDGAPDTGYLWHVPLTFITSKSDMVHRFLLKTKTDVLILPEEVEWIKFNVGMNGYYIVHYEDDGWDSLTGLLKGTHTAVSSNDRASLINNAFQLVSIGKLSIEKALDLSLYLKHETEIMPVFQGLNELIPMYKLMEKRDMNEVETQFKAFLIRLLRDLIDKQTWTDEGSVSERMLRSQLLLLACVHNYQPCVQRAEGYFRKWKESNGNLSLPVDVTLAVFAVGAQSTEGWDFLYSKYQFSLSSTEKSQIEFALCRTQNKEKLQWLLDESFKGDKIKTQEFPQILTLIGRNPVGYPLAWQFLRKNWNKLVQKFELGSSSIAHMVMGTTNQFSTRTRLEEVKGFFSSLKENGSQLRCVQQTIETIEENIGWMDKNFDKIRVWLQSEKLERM
# GSIS activator: GLuc luminescence reporter in INS-1E cells, primary screen for activators of glucose-dependent secretion of insulin. AID 743287, 2014. activation, % at 16.6 µM. 0.61% of 370,000 active. INS-1E GLuc reporter insulin secretion, 2-3 h;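 active = lowest replicate activation of at least 40%, so every replicate reaches that level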;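 also: 0% = median of neutral control wells and 100% = median of IBMX positive control wells; some compounds called inactive have numbers as strong as hits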
# RAD54 inh: inhibitors of human RAD54 branch migration, primary screen, biochemical, fluorescence, single point. DNA repair and recombination protein RAD54-like (Homo sapiens), Q92698. RAD54 Holliday junction branch migration, FAM/BHQ fluorescence. inhibition, % at 10.4 µM. 0.14% of 360,000 active. AID 602329, 2012;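 active = mean normalized replicate activity at least 40 and at least half of replicates scoring 40 or more; inconclusive = only one of the two criteria met; inactive = mean below 40 and under half of replicates reaching 40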;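 also: 0% = median of neutral control wells and 100% = median of positive control wells; inhibitors cause a drop in the FAM fluorescence signal; in these data hits start at about 50%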
# ARNT-TACC3 inh: disruptors of ARNT/TACC3 protein interaction, primary screen, biochemical, AlphaScreen, single concentration; Transforming acidic coiled-coil-containing protein 3 (Homo sapiens), Q9Y6A5; AlphaScreen His-ARNT PAS-B/GST-TACC3 binding, luminescence; TACC3 fragment carries E629A point mutation; inhibition, % at 9.99 µM; 0.66% of 390,000 active; AID 623870, 2012;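 active = mean inhibition of replicates at least 50% and at least half of replicates each reaching 50%; inconclusive = half or more replicates reach 50% but mean below 50%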;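 also: 0% = complete ARNT plus TACC3 wells and 100% = ARNT alone without TACC3; many hits fall short of the cut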
# XiGFP reactiv: activators of inactive X chromosome reactivation, primary screen, imaging, XiGFP fibroblasts, GFP high-content imaging, set 2; XiGFP mouse fibroblasts, % GFP-positive cells imaging, 3 d; cells co-treated with 5-aza-dC sensitizer; scaled so ellipticine positive control = 100%; AID 743238, 2013; 0.055% of 360,000 active; activation, % at 7.58 µM;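 active = mean normalized replicate activation at least 10% and every replicate at or above 10%; inconclusive = only one of the two criteria met; inactive = mean below 10% and not all replicates reach 10%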;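 also: 0% = median of on-plate neutral control wells and 100% = ellipticine 6 µM median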
#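 System: SV40-immortalized XiGFP fibroblast cells, line 68-5-11 / Incubation: 3-day compound exposure, then 15 min fixation at room temperature / Compound: single concentration per compound, delivered by pin transfer / Buffer or medium: DMEM plus 5-aza-dC sensitizer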
# CFTR F508del cor: F508del CFTR correction, initial screen, CFBE line, single point; CFBE cells, YFP halide quenching; stimulated with forskolin plus potentiator P3; % fluorescence drop versus neutral controls; activity (quench increase), % at 7.58 µM; 0.36% of 350,000 active; AID 720511, 2013;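 active = mean added fluorescence quench of at least 8% versus neutral control, with both replicates also reaching 8%; inconclusive = only one of the mean or replicate conditions met; inactive = mean below 8% and not both replicates reaching 8%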;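 also: cells transiently co-express mutant CFTR-F508del with the halide-sensitive YFP; corrector assay measuring rescue of mutant channel to the surface after 24 h compound exposure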
# esBAF inh: Bmi1 luciferase reporter increase in mESCs, primary screen, esBAF inhibitor project, mouse ES cells, Bmi1 luciferase knock-in, single point | AID 602393, 2012 | 2% of 350,000 active | 24 h; 100% = twice the neutral-well signal | reporter increase, % at 12.5 µM; in the data active = activation above about 40%; inconclusive = no clear call, values can overlap the other calls;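 also: 0% = median of the plate's neutral control wells and 100% = double that signal; a rise in the Bmi1 reporter signal indicates esBAF inhibition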
# RAD52 anneal inh: RAD52 DNA annealing inhibitors, primary screen, biochemical, FRET, single point, set 2; 0.46% of 360,000 active; recombinant RAD52 DNA annealing, FRET fluorescence; DNA repair protein RAD52 homolog (Homo sapiens), P43351; inhibition, % at 18.7 µM;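 active = every replicate showing at least 50% inhibition; inconclusive = mean inhibition at least 50% but not in every replicate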
# * marks the source's active call; other numbers are inactive results; ? = inconclusive; / = not tested or not shown; & = joins results of further samples.
SMILES,ERAP1 HTS inh,GSIS activator,RAD54 inh,ARNT-TACC3 inh,XiGFP reactiv,CFTR F508del cor,esBAF inh,RAD52 anneal inh
O=C(C[C@@H]1C[C@@H]2c3cc(NC(=O)Cc4ccncc4)ccc3O[C@@H]2[C@@H](CO)O1)NCc1ccc2c(c1)OCO2,-2,-11,12,-2,0.1,1.3,-1,-2
CCCNC(=O)N1C[C@@H]2[C@H](c3ccccc31)[C@@H](CO)N2C(=O)CN1CCOCC1,0,7,-21,-2,0.5,0.1,1,6
CCCN1C[C@@H](C)[C@@H](OC)CN(C)C(=O)c2ccc(NC(=O)c3ccccc3F)cc2OC[C@@H]1C,/,19,-2,-1,0.0,-1.5,2,-3
Cc1ccn2cc(CCNC(=O)C3CC=CCC3C(=O)O)nc2c1 (stereo not given),-6,5,/,-1,0.0,0.4,15,-15
CCc1ccc(C2=NNC(=Nc3c(C)n(C)n(-c4ccccc4)c3=O)SC2)cc1,5,-5,/,-7,0.1,1.6,/,-18
Cc1cc(S(=O)(=O)NCc2ccco2)c(C)cc1Cl,0,-32,4,-2,0.0,0.6,/,-16
CCCNC(=O)N1CC2(CN(C(=O)c3cnccn3)C2)c2c([nH]c3cc(OC)ccc23)[C@H]1CO,1,1,/,/,0.1,-1.4,/,1
O=C(c1ccccc1F)N1CC[C@@H]2[C@H]1c1cc(-c3cccc(F)c3)ccc1N[C@@H]2CO,/,3,-1,10,0.2,2.8,-1,/
CN(C)CC(=O)Nc1ccc2c(c1)[C@@H]1C[C@@H](CC(=O)NCCN3CCCCC3)O[C@@H](CO)[C@@H]1O2,0,9,-15,-5,0.0,0.5,2,2
C[C@@H]1CCCCO[C@H](CN(C)C(=O)Nc2ccccc2)[C@H](C)CN([C@H](C)CO)C(=O)c2cc(NS(C)(=O)=O)ccc2O1,0,3,1,-7,0.0,0.9,4,5
Nc1ccc(CC(N)c2csc(Nc3cc(Oc4ccccc4)ncn3)n2)cc1 (stereo not given),14,-6,-2,/,-0.1,1.2,-5,-27
N#Cc1cccc(-c2ccc([C@H]3[C@@H](CO)N4CCCCN(C(=O)Nc5ccc(F)cc5)C[C@H]34)cc2)c1,3,-36,0,10,0.2,2.3,/,3
COc1ccc(-c2cc(C(F)(F)F)nc(SCc3cccc(C(=O)O)c3)n2)cc1,-2,-33,-9,1,/,-1.3,11,-20
CCc1noc(C)c1C(=O)Nc1sc(C(=O)N(C)C)c(C)c1C#N,5,-4,17,4,-0.1,0.8,-5,-13
O=C(c1cnccn1)N1CC(=O)N2[C@H](CO)[C@H](c3ccc(C#CCc4ccccc4)cc3)[C@@H]2C1,1,-4,/,/,0.1,-1.7,/,4
COc1ccc(NC(=O)Nc2cccc3c2O[C@H](CN(C)C(=O)Nc2ccc(OC)cc2)[C@H](C)CN([C@H](C)CO)C3=O)cc1,2,1,3,2,0.0,-2.8,-2,5
Cc1cccc(C)c1-n1nnnc1C(c1ccnc2ccccc12)N1CCN(CCN(C)C)CC1 (stereo not given),-4,44,/,/,0.0,-1.7,/,-5
Cc1ccc2c(c1)CCO[C@@]21O[C@H](CCO)C[C@H](O)[C@H]1O,14,13,-8,/,0.1,-1.2,-1,-9
CC(=O)Nc1ccc(C2(c3ccc(NC(C)=O)cc3)NC(=O)c3ccccc32)cc1,-3,32,2,-19,0.0,1.6,-12,-15
CO[C@H]1CC[C@H]2CCN(C)C(=O)[C@@H](C)[C@@H](OC)CN(C)C(=O)c3cc(C#N)ccc3OC[C@@H]1O2,0,6,-5,1,0.1,-2.9,-3,-13
O=C(Nc1cc(S(=O)(=O)N2CCOCC2)ccc1N1CCCC1)C1COc2ccccc2O1 (stereo not given),4,-9,/,1,0.0,3.7,-7,-2
N=c1n(CCN2CCCCC2)c2ccccc2n1CC(=O)c1ccc(Cl)c(Cl)c1,6,-8,?,/,-0.1,-0.1,/,-2
Cc1noc(C)c1C(=O)OCC(=O)N1CCc2ccccc21,-4,13,4,-1,0.1,0.5,26,-1
CCCC#Cc1ccc([C@H]2[C@@H](CO)N3CCCCN(C(=O)NC4CCCC4)C[C@H]23)cc1,2,-23,2,3,0.1,-1.5,-6,23
C/C=C/c1ccc(OCCCN2C(=O)NC(C)(C)C2=O)c(OC)c1,/,27,3,31,/,/,20,/
Cc1[nH]c2ccccc2c1/C=N/NC(=O)c1ccc(N)cc1,1,-16,6,8,0.0,-1.9,10,-17
CCC(C)[C@H](NC(=O)N1CCn2c1nc1ccccc12)C(=O)NCc1ccccc1 (stereo not given in full),-3,-53,2,2,0.0,-3.7,1,-5
COc1ccc(OC(=O)N(C)C[C@H]2OCc3cn(nn3)CCCC(=O)N([C@@H](C)CO)C[C@@H]2C)cc1,-1&0,9,-5&-11,-4&-6,-0.1,-2.6&-0.4,3&0,-9&-2
C/C=C/c1ccc2c(c1)O[C@@H](CN(C)C(=O)c1cnccn1)[C@H](C)CN([C@@H](C)CO)S2(=O)=O,-4,15,0,0,0.2,1.2,1,1
COc1ccccc1NC(=O)COC(=O)CCc1ccc(S(=O)(=O)N2CCOCC2)cc1,0,15,2,0,0.2,-9.7,-5,-14
C[C@H](CO)N1C[C@H](C)[C@@H](CN(C)S(=O)(=O)c2cn(C)cn2)Oc2ccc(NC(=O)CCCCCC(=O)Nc3ccccc3N)cc2CC1=O,1,-1,6,-3,-1.3,-2.6,1,-1
O=C(NCC[C@H]1CC[C@H](NS(=O)(=O)c2cccc(F)c2)[C@H](CO)O1)C1CCCC1,2,-5,1,-9,0.1,-0.9,-2,-2
C[C@@H]1CCCCO[C@H](CN(C)C(=O)Cc2ccccc2)[C@H](C)CN([C@@H](C)CO)C(=O)c2cc(NC(=O)Nc3ccccc3)ccc2O1,4,-28,-5,-3,0.0,2.5,5,-30
NS(=O)(=O)c1ccc(CNC(=O)c2ccccn2)cc1,0,18,-14,23,-0.1,3.3,-1,-7
O=C(c1cccnc1)N1C[C@H]2[C@@H](c3ccccc31)[C@H](CO)N2C(=O)Nc1ccc(F)cc1,2,1,-6,/,-0.1,1.5,-5,-8
COc1ccc2c3c([nH]c2c1)[C@@H](CO)N(C(=O)CN(C)C)CC31CN(Cc2ccccc2)C1,-1,21,/,/,0.3,-2.7,/,60*
CC(=O)c1cccc(CN2CCN(Cc3ccc(F)cc3)C(CCO)C2)c1 (stereo not given),-3,9,/,/,0.0,2.0,/,-18
COc1ccc(CC(=O)N2CCN=C2SCc2cccc([N+](=O)[O-])c2)cc1,0,-1,-5,20,0.0,-0.9,-2,-3
C/C=C/c1ccc([C@H]2[C@@H](CO)N(C(C)=O)[C@@H]2CN(CCC)C(=O)C2CC2)cc1,1,0,/,/,0.3,-0.5,/,-23
O=C(COC(=O)CCc1nc2ccccc2c(=O)[nH]1)NCc1ccc(F)cc1,-1,-5,0,-1,0.2,-1.2,/,-63
CC(=O)N1[C@H](CO)[C@@H](c2ccccc2)[C@@H]1CN(C)C(=O)C1CCC1,2,5,0,5,0.4,-1.1,-8,-2
COc1ccc(NC(=O)CSc2nnc(C3CC3)n2C)cc1S(=O)(=O)N1CCOCC1,3,-8,1,-6,0.5,1.1,1,-8
COc1cc(OC)c2c(-c3ccccc3)cc(=O)oc2c1,/,9,4,-10,/,-1.4,0,14
C[C@H]1CN([C@@H](C)CO)C(=O)c2cccc(NS(=O)(=O)c3ccc(Cl)cc3)c2O[C@@H]1CN(C)Cc1ccc(-c2ccccc2)cc1,-1,-25,-3,4,-0.8,2.0,0,9
CCCNC(=O)C[C@@H]1C[C@@H]2c3cc(NC(=O)C4CCC4)ccc3O[C@@H]2[C@@H](CO)O1,1,0,-8,-9,0.0,1.9,-5,-6
Cn1cc(Cl)c(C(=O)OCC(=O)Nc2cccc(Cl)c2)n1,3,-10,-1,4,0.0,1.3,0,0
Cc1ccc(C)c(NC(=O)c2ccc3nccnc3c2)c1,-1,7,-3,-37,0.3,-1.7,8,-10
Cc1ccc(C)c(C(Nc2ccccc2)c2ccc3ccc(C)nc3c2O)c1 (stereo not given),-7,-21,/,/,0.3,6.7,/,-10
COc1ccc(Nc2cc(C)nc3ccc(OC)cc23)cc1,3,16,64*,3,-0.1,-1.4,-9,56*
C[C@@H]1CCCCO[C@H](CN(C)C)[C@H](C)CN([C@@H](C)CO)C(=O)c2cc(NC(=O)CCCN(C)C)ccc2O1,-1,44,3,1,-0.2,-1.1,-1,-30
COC(=O)c1c(CC[C@@H](CO)NC(=O)N[C@H](Cc2ccccc2)Cn2cc(-c3ccccn3)nn2)oc(C(C)=O)c1C(=O)OC,1,/,-4,22*,/,2.0,/,-8
COc1ccc(/C=C(/NC(=O)c2ccco2)C(=O)Nc2ccc(C(=O)O)cc2)cc1,-6,3,-7,2,0.0,-3.2,-5,2
CC(C)N(C(=O)CO/N=C/c1cccc([N+](=O)[O-])c1)C(C)C,3,-18,/,14,0.1,-6.0,/,-3
O=C(NCCc1cccnc1)c1cc(COc2ccc(F)cc2Cl)on1,-1,-2,4,-1,-0.1,0.0,12,-7
Cc1c(S(=O)(=O)NC2CCCCCC2)c(=O)n(C)c(=O)n1C,3,3,6,1,0.2,-0.5,/,-2
Nn1c(SCc2ccccc2F)nnc1-c1ccncc1,/,18,-10,/,0.0,-1.2,/,-9

# 3 records drawn at random from those above, as already listed:
SMILES,ERAP1 HTS inh,GSIS activator,RAD54 inh,ARNT-TACC3 inh,XiGFP reactiv,CFTR F508del cor,esBAF inh,RAD52 anneal inh
COC(=O)c1c(CC[C@@H](CO)NC(=O)N[C@H](Cc2ccccc2)Cn2cc(-c3ccccn3)nn2)oc(C(C)=O)c1C(=O)OC,1,/,-4,22*,/,2.0,/,-8
Nn1c(SCc2ccccc2F)nnc1-c1ccncc1,/,18,-10,/,0.0,-1.2,/,-9
COc1ccc(/C=C(/NC(=O)c2ccco2)C(=O)Nc2ccc(C(=O)O)cc2)cc1,-6,3,-7,2,0.0,-3.2,-5,2

# Compound profiles, from the list above. Order of values: ERAP1 HTS inh	GSIS activator	RAD54 inh	ARNT-TACC3 inh	XiGFP reactiv	CFTR F508del cor	esBAF inh	RAD52 anneal inh
# Cc1c(S(=O)(=O)NC2CCCCCC2)c(=O)n(C)c(=O)n1C is listed as 3	3	6	1	0.2	-0.5	/	-2
# Nn1c(SCc2ccccc2F)nnc1-c1ccncc1 is listed as /	18	-10	/	0.0	-1.2	/	-9
# COc1ccc(Nc2cc(C)nc3ccc(OC)cc23)cc1 is listed as 3	16	64*	3	-0.1	-1.4	-9	56*

# Screening data (PubChem)
